Gli-Sufu block = Gli-Sufu pathway antagonists, primary screen, luciferase luminescence, Sufu-KO-LIGHT cells, uHTS; Sufu-KO-LIGHT fibroblasts, Gli luciferase reporter luminescence; inhibition, % at 5 µM; actives 0.74% (n = 340,000);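 active means inhibition above about 55%, limit read from the data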;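 further: 0% = DMSO-treated cells and 100% = wells with medium but no cells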
EBI2 antag = EBI2 receptor antagonists, beta-arrestin recruitment, primary screen, cell-based, luminescence, 7a,25-OHC stimulation, uHTS; inhibition, % at 5 µM; AID 651636, 2012; actives 0.81% (n = 360,000); G-protein coupled receptor 183 (Homo sapiens), P32249; 7a,25-OHC stimulated; in the data active means inhibition above about 38%;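 further: enzyme fragment complementation signal reports receptor beta-arrestin coupling in cells; 0% = agonist plus DMSO wells and 100% = wells without agonist; some results beyond the cut were filed as inactive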
Apaf-1 inh = inhibitors of human Apaf-1 apoptosome, primary screen, biochemical, DEVD-Rh110 fluorescence, uHTS; Apoptotic protease-activating factor 1 (Homo sapiens), O14727; AID 489030, 2010; actives 0.71% (n = 330,000); reconstituted apoptosome caspase-3 activity; inhibition, % at 20 µM; active means inhibition of at least 40% at 20 µM;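 further: plate controls were DMSO wells for no effect and DEVD-CHO caspase inhibitor wells for full effect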
Target sequence (O14727 whole entry, looked up): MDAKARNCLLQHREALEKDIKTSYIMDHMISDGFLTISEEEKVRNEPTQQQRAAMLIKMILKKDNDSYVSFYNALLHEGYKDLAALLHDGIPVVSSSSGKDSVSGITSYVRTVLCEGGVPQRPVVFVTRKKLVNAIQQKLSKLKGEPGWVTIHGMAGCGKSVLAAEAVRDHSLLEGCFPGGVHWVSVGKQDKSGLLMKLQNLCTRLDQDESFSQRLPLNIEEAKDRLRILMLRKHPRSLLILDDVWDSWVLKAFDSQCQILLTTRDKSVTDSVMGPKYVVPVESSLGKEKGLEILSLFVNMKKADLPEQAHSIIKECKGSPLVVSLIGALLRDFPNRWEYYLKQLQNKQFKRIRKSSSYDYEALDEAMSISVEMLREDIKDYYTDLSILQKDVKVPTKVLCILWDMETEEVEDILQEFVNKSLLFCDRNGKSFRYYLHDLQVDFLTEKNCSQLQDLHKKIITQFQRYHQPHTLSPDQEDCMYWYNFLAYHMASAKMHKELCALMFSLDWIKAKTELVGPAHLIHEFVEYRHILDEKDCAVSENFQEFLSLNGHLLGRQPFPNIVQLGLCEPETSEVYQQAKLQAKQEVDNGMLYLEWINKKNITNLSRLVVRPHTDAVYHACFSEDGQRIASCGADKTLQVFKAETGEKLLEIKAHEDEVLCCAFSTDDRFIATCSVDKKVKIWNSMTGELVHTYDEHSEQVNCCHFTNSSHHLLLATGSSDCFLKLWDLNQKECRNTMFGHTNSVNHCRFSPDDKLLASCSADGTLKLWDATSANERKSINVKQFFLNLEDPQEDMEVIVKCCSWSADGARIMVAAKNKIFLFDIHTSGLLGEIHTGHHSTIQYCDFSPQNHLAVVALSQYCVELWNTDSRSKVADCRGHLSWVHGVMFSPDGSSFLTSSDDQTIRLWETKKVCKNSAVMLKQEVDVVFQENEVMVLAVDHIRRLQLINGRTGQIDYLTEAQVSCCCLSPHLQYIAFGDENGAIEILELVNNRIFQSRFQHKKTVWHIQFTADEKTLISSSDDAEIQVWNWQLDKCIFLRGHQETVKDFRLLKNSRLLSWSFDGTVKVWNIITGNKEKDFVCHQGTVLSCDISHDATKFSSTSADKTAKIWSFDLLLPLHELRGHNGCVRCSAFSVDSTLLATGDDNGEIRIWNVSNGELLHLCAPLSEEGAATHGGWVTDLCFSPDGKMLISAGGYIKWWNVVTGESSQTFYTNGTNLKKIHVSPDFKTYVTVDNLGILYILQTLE
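Material: reconstituted apoptosome with Apaf-1, cytochrome c, caspase-9, procaspase-3, dATP / Buffer or medium: pH 7.5 Hepes buffer with CHAPS, BSA, DTT / Also added: cytochrome c with DEVD-Rh110 / Schedule: compound with Apaf-1, dATP, procaspase-3 30 min, then 50 min reaction, room temperature / Technique: rhodamine 110 fluorescence at Ex 480/Em 540 nm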
CCR6 antag = CCR6 receptor antagonists, primary screen, cell-based, CHO-K1, luminescence, beta-arrestin, uHTS. AID 493098, 2011. inhibition, % at 20 µM. actives 0.49% (n = 340,000). CHO-K1 CCR6 PathHunter beta-arrestin, CCL20-stimulated. C-C chemokine receptor type 6 (Homo sapiens), P51684;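 active means compounds whose inhibition of the agonist-driven luminescence signal at 20 µM reaches about 50%, limit read from the data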;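 further: cells stimulated with CCL20 at 14 nM final; plate controls were DMSO with CCL20 for no effect and DMSO without agonist for full effect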
UBC13 inh = UBC13 polyubiquitin chain formation inhibitors, primary screen, biochemical, TR-FRET, uHTS | actives 0.47% (n = 330,000) | Ubiquitin-conjugating enzyme E2 N (Homo sapiens), P61088 | inhibition, % at 20 µM | AID 485273, 2010; in the data active means inhibition above about 45%, passing the limit was not always enough
Jurkat NFkB inh = inhibitors of induced NF-kB luciferase reporter, primary screen, TCR NF-kB activation inhibitor project, cell-based, luminescence, uHTS. Jurkat, PMA/ionomycin-induced NF-kB luciferase reporter. inhibition, % at 4 µM. actives 0.53% (n = 330,000)
SENP8 block = SENP8 protease inhibitors, primary screen, biochemical, luminescence; Sentrin-specific protease 8 (Homo sapiens), Q96LD8; AID 2540, 2010; actives 1.2% (n = 330,000); inhibition, % at 10 µM; purified SENP8, Z-RLRGG-aminoluciferin cleavage
697 NFkB inh = inhibitors of PMA/ionomycin-induced NF-kB reporter, 697 cells, primary screen, B-cell NF-kB inhibitor project, cell-based, luminescence, uHTS. 697 B-cell NF-kB luciferase reporter, 16 h. inhibition, % at 4 µM. actives 0.33% (n = 330,000). AID 435022, 2010; in the data active means inhibition above about 35%
Starred values were filed as active, the others as inactive; / = no result given. Unless noted, no stated cut-off is given here; in the data, active means inhibition above about 50%; inactive means the rest. Only part of the results is shown (hit frequency here may not be typical).

Compound,Gli-Sufu block,EBI2 antag,Apaf-1 inh,CCR6 antag,UBC13 inh,Jurkat NFkB inh,SENP8 block,697 NFkB inh
Nc1cc(N)nc(SCc2nnnn2-c2ccc(Cl)cc2)n1,2,-6,6,-3,1,7,5,-7
CCN(CC)S(=O)(=O)c1ccc(C(=O)Nc2ccc3c(c2)OCO3)cc1,-13,41,1,11,2,-4,-2,10
CN(Cc1ccccc1)C(=O)c1nc2ccccn2c1CNCCn1cccn1,5,0,-20,0,4,22,-2,12
CC(C)OCCCNC(=O)C1CCC(CNS(=O)(=O)c2cccc3nsnc23)CC1 (centres undefined),-10,-4,6,-12,41,-4,-3,5
CCCCCn1c(=O)[nH]c2cc(C(=O)NCCN3C(C)CCCC3C)ccc2c1=O (centres undefined),9,5,13,11,18,-10,-5,-15
Cc1cccc(C)c1NC(=O)CN(C)C(=O)c1cc(S(=O)(=O)N2CCOCC2)ccc1N1CCCC1,-3,-3,1,6,-3,-1,-4,16
Cc1ccc(-c2nnn(CC(=O)N(CC(=O)NC(C)C)c3cnc4ccccc4c3)n2)o1,3,1,-11,5,-13,-16,-16,-24
Cc1ccc(S(=O)(=O)N2CCCCC2C(=O)Nc2ccc(N(C)C)cc2)cc1 (centres undefined),2,6,11,-1,4,20,2,20
CCOc1cc(C(=O)OCC(=O)Nc2ccc(Cl)cn2)ccc1OCC(=O)N1CCOCC1,-7,-1,9,9,-8,-16,-3,-7
COc1ccc(-c2csc(NC(=S)NC(=O)c3ccc(S(=O)(=O)N(C)C)cc3)n2)cc1OC,-1,6,-30,12,-16,1,11,15
O=C(NCCCNC(=O)c1cc(Cl)ccc1Cl)c1cnccn1,-6,-6,8,-1,-1,-26,-5,1
CNC(=O)Cc1csc2ccc(C)cc12,3,-1,-4,9,7,2,3,10
COc1cc(C(=O)N2CCN(Cc3ccccc3C(F)(F)F)CC2)cc(OC)c1OC,-12,4,13,3,0,-1,-10,4
CC(C)(C)n1nc2c(c1NC(=O)c1cccc(Cl)c1)CS(=O)(=O)C2,24,2,-4,-12,-12,15,2,-14
COc1ccc(C2=Nn3c(nnc3-c3ccccc3Cl)SC2)cc1OCC1CC1,9,14,34,3,36,13,-4,-12
CC(=O)Nc1nnc(Cc2ccccc2)s1,-6,-6,-3,2,8,-4,-3,-3
N#CCCN1CCN(CCC#N)CC1,14,-3,-10,10,6,4,-4,9
O=c1c(Cl)c(NCc2ccc(F)cc2Cl)cnn1C12CC3CC(CC(C3)C1)C2,8,-1,2,19,7,-15,-4,-7
COC(=O)c1ccc(/C=N/NC(=O)CC(=O)NCc2cccnc2)cc1,0,0,-14,-1,-1,7,8,14
Cc1ccc2occ(/C=N/NC(=O)c3ccc(O)cc3)c(=O)c2c1,8,13,22,-12,5,11,4,2
N#Cc1ccc(C23CC4(C2)[C@H](CN(Cc2ccc(C(F)(F)F)cc2)[C@@H]4c2ccccc2)C3c2ccccc2)cc1 (some centres undefined),8,12,24,1,-8,-5,-3,20
CCC(=O)C1CCCN(C(=O)CCc2nnc(C3(c4ccc(Cl)cc4)CCC3)o2)C1 (centres undefined),20,11,17,19,-7,-47,-2,-74
COc1ccc2nc(/C=N/NC(=O)[C@H](C)NC(=O)OC(C)(C)C)ccc2c1,/,/,-2,/,1,-11,-4,-18
COc1cc(C(F)(F)F)c(C(=O)NCc2cccc(Cl)c2)cn1,3,-6,-2,3,0,7,2,12
C/C(CCc1ccc2c(c1)OCO2)=N\N=C1\NC(=O)CC(C(=O)Nc2ccccc2F)S1 (centres undefined),1,-1,1,2,4,9,6,16
N#Cc1ccc(CSc2nnc(NC(=O)c3ccc4ncsc4c3)s2)cc1,-12,-4,6,5,7,-11,-4,-27
N#C/C(=N\Nc1ccccc1Cl)C(=O)c1ccccc1,30,0,0,15,-4,6,-6,-13
Cn1c(O)c(C=Nc2ccc(Br)cc2)sc1=O,-82,6,3,-1,-12,-73,22,-122
CCCCOc1ccc(C(=O)Nc2ccncc2)cc1,29,-21,2,-5,8,25,43,18
COc1cccc(-c2cccc(NC(=O)C3CCN(Cc4ccc(C)o4)CC3)c2)c1,9,7,-6,11,1,-3,4,-1

The final two compounds of the section above are carried over, then new ones follow.
Compound,Gli-Sufu block,EBI2 antag,Apaf-1 inh,CCR6 antag,UBC13 inh,Jurkat NFkB inh,SENP8 block,697 NFkB inh
CCCCOc1ccc(C(=O)Nc2ccncc2)cc1,29,-21,2,-5,8,25,43,18
COc1cccc(-c2cccc(NC(=O)C3CCN(Cc4ccc(C)o4)CC3)c2)c1,9,7,-6,11,1,-3,4,-1
Cc1cc(-c2ccccc2)c2c3c(c(-c4ccccc4)n2n1)c(=O)n(C)c(=O)n3C,4,6,15,29,-7,3,-2,-7
CN1CCN(C(=O)CCN2C(=O)/C(=C\c3ccccc3F)SC2=S)CC1,-6,-11,6,-6,2,15,3,-8
COc1ccc(S(=O)(=O)NCC(c2ccc(F)cc2)N2CCN(C)CC2)cc1 (centres undefined),7,0,6,13,5,-24,-5,-1
CCCCN(C(=O)c1cc(CC)c(C)s1)c1c(N)n(CCC)c(=O)[nH]c1=O,-5,-1,2,1,-8,0,-7,-2
Cc1nc2ccccc2c(=O)n1/N=C/C=C/c1ccccc1,-2,-8,1,12,0,6,-2,-1
O=C(Nc1cccc(Cl)c1)N(CCN1CCOCC1)Cc1ccccc1F,2,4,10,28,-11,-12,-2,24
CCN(CC)S(=O)(=O)c1cccc(C(=O)N/N=C/c2ccccn2)c1,-33,-3,-10,8,-14,4,12,17
COc1cc2c(cc1OC)C(=O)NCC(C)(C)O2,-6,-2,-2,-3,5,-1,2,9
COc1ccccc1N1CC(C(=O)Nc2cc(C(F)(F)F)ccc2N2CCCC2)CC1=O (centres undefined),5,-5,13,10,-1,9,9,15
CC(=O)c1ccc(OC(=O)C2c3ccccc3Oc3ccccc32)cc1,9,-10,0,19,4,-15,5,-51
O=C(Cc1ccccc1)NCC(=O)N1CCN(c2ccccc2F)CC1,-8,-14,0,7,0,-11,-17,-3
COCCOC(=O)c1c(C)oc2cc(Br)c(OCC(N)=O)cc12,-7,-6,-1,9,11,4,0,-12
Cn1c(=O)oc2cc(S(=O)(=O)N3CCCC(C(=O)NCC4COc5ccccc5O4)C3)ccc21 (centres undefined),41,3,8,3,1,4,-3,12
COc1ccc(CSc2nc(C)cc(C)c2C#N)cc1,6,8,8,19,-1,-4,-4,0
O=C1c2ccccc2NC(c2ccc(-c3ccccc3F)o2)N1O (centres undefined),-100,4,7,4,13,-72,2,-60
C/C(=N\NC(=O)c1ccccc1O)c1c(O)cc(C)oc1=O,58*,-4,-16,3,18,-6,62*,-26
CNC(=O)/C(C#N)=C/c1cccc(Oc2ccccc2)c1,7,-12,-14,8,8,5,12,2
Cn1nc(C(=O)OCC(=O)c2ccc[nH]2)c2ccccc2c1=O,-2,-3,2,10,8,8,0,0
Cc1ccc(C(=O)NCCC(=O)N2CCC3(CC2)NCCc2[nH]cnc23)cc1,-16,-9,-2,-8,4,-7,-5,-6
CCn1c(=O)c([N+](=O)[O-])c(NCCN(C)C)c2ccccc21,5,-6,-9,11,2,18,1,21
O=C(CSc1nc(O)c(C2CCCCC2)c(=O)[nH]1)N1CCOCC1,/,-2,-15,0,-3,-1,4,1
Cn1c(CCN2CCN(c3ccccn3)CC2)nc2cc(NS(=O)(=O)c3ccccc3)ccc21,33,0,11,11,-6,-10,-13,-30
Cc1ccc(OCCC(=O)Nc2ccc(S(=O)(=O)N3CCCC3)cc2)cc1,8,22,4,12,10,3,-3,-7
Cc1cc(C)n(-c2ccc(C(=O)Nc3ccccc3N3CCOCC3)cc2)n1,5,-2,7,2,-7,-7,3,0
Cc1cc(C)n(-c2cc(O)c(-n3nc(C)cc3C)cc2O)n1,2,-2,-1,3,-2,-6,-6,-6
O=C(NCc1ccncc1)/C(=C/c1cccc([N+](=O)[O-])c1)NC(=O)c1ccccc1,-4,7,-2,-9,-10,-4,-7,13
CCOC(=O)c1c(C)[nH]c(C(=O)COC(=O)C2CC2)c1C,0,-3,2,-7,1,0,2,3
O=C1CCC(C(=O)OCc2c(Cl)cccc2Cl)N1 (centres undefined),0,-4,-4,-22,2,12,-3,13
CCOC(=O)/C(=C\Nc1ccccc1C(F)(F)F)Sc1ncc(C(F)(F)F)cc1Cl,4,-5,8,13,-17,-11,-8,-17
CCOC(=O)C1CCN(C(=O)c2ccc(Cl)c(NC3=NC4CS(=O)(=O)CC4S3)c2)CC1 (centres undefined),1,-9,8,-13,1,-7,-7,3

Following part:
Compound,Gli-Sufu block,EBI2 antag,Apaf-1 inh,CCR6 antag,UBC13 inh,Jurkat NFkB inh,SENP8 block,697 NFkB inh
CC1=NN(c2ccc(S(=O)(=O)O)cc2Cl)C(=O)C1,-7,-5,66*,7,-12,4,-6,2
COc1ccc(/C=C2\SC(=O)N(CC(=O)Nc3ccc(F)cc3)C2=O)cc1O,-10,-7,6,2,-19,-10,-7,-28
Cc1cc(C)c2nc(-c3ccccn3)cc(C(=O)NCc3ccco3)c2c1,6,-15,1,15,17,4,-4,11
CCN(CC)S(=O)(=O)c1ccc(C(=O)OCn2c(SC)nnc(C)c2=O)cc1,-1,-2,-8,-1,0,-11,8,8
COc1cc(NC(=O)COC(=O)C2CC2)c(C)cc1[N+](=O)[O-],-12,-9,5,3,-21,3,-14,-12
O=C(O)c1ccccc1C(=O)Nc1cc(C(F)(F)F)ccc1N1CCCC1,-6,8,8,12,3,12,-6,-2
Cc1ccc(-c2nnn(CC(=O)N(CC(=O)NCC3CCCO3)c3ccccc3)n2)o1 (centres undefined),3,2,-19,-1,16,6,3,9
COc1c(C)cc(C(=O)C2CCCN(C(=O)CCCn3cncn3)C2)cc1C (centres undefined),1,-12,-8,5,6,2,-1,3
Cc1ccc(S(=O)(=O)CCC(=O)c2cccc([N+](=O)[O-])c2)cc1,-2,-2,4,59*,6,-20,3,4
COc1ccc(-c2cc(-c3ccccc3)nc(SCC(=O)Nc3ncc(C)s3)c2C#N)cc1,6,12,1,15,2,10,1,16
CN(Cc1cc(=O)n2ccsc2n1)c1ccccc1,-2,-10,-4,-8,-11,-21,-11,7
Cc1cc(NS(=O)(=O)c2ccc(NC(=O)CCCC(=O)O)cc2)nc(C)n1,4,2,7,0,-5,-3,-11,-5
CC1CCN(S(=O)(=O)c2cccc(C(=O)NCC3CCCO3)c2)CC1 (centres undefined),2,3,-5,-3,0,3,-2,3
CCCC1(C(=O)OCC)NC(c2ccco2)C2C(=O)N(C)C(=O)C21 (centres undefined),1,1,3,9,-13,2,5,5
CCCCn1c(CCNC(=O)c2cccs2)nc2ccccc21,30,-9,7,9,-1,8,-12,-4
COc1ccc(N2CCN(C(=O)CNS(=O)(=O)c3ccc(C)cc3)CC2)cc1,0,-4,-6,-1,5,2,6,12
Cc1ccc(S(=O)(=O)Nc2cc3c4c(c2)CCN4C(=O)CC3)cc1,10,3,9,4,0,-8,-16,18
CCOC(=O)c1c(NC(=S)Nc2ccc(OC)cc2)sc2c1CCCCC2,-4,10,-2,20,10,0,-3,15

Assay outcomes from PubChem BioAssay.
